Assay outcomes from PubChem BioAssay.
NTR1 agonist – agonists of NTR1, primary screen, imaging, U2OS cells, beta-arrestin-GFP, high content (AID 493036). Neurotensin receptor type 1 (Homo sapiens), P30989. NTR1-U2OS beta-arrestin-GFP spot imaging, agonist mode. activation, % at 20 µM. 0.17% of 330,000 active;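 active = activation at or above 40% of the spot to cytoplasm intensity ratio, with at least 20 cells analyzed; inconclusive = wells under 20 cells, flagged as cytotoxic or low count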;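 note: 0% = DMSO without peptide and 100% = 100 nM NTR1 peptide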
Target sequence (P30989 whole entry, looked up): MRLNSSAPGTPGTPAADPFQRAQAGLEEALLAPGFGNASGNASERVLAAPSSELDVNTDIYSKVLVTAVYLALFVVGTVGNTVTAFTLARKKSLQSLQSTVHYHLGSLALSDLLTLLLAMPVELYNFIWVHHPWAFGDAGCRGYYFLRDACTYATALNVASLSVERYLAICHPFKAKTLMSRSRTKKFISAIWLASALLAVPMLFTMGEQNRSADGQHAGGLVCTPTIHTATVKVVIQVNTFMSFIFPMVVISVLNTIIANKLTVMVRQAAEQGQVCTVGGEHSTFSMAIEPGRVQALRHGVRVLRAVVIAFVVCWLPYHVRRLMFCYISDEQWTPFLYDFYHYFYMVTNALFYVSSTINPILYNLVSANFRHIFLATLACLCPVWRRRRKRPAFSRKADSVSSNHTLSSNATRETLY
UTI89 phage lysis – inhibition of K1F phage lysis, E. coli UTI89, bacterial capsule biogenesis inhibitors, alamar blue (AID 488966); E. coli UTI89 K1F phage lysis, alamar blue, 2 h; higher % means a stronger effect; 0.02% of 340,000 active; inhibition, % at 100 µM; hits with a dose series show IC50 in µM;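 active = phage lysis inhibition, versus mean bacterial control, above a set limit; inconclusive = no clear call, values can overlap the other calls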;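 note: capsule biogenesis inhibitors block K1F phage lysis so surviving cells raise fluorescence; higher fluorescence means more inhibition of phage lysis; actives were called in the ten point dose series up to 300 µM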
TNAP activators – human TNAP enzyme activators, primary screen, biochemical, luminescent, no phosphate acceptor, uHTS (AID 1001) | Alkaline phosphatase, tissue-nonspecific isozyme (Homo sapiens) | purified TNAP, luminescent activation assay, no phosphate acceptor; higher activation fold means a stronger effect | activation fold at 20 µM; hits with a dose series show EC50 in µM | 0.03% of 200,000 active; in the data active = activation fold from about 3, or a potency from the dose series; inactive = the rest, 99 in 100 with activation fold below about 1.6; note: many of its hits are not listed in these tables
Rac1 GTP hydrolysis – MgcRacGAP GTPase-activating activity inhibitors, confirmation, biochemical, ADP Hunter fluorescence; one-dose inhibition, % at 30 µM; IC50 in µM for titrated hits; Rac GTPase-activating protein 1 (Homo sapiens); MgcRacGAP-stimulated Rac1 GTP hydrolysis, ADP Hunter fluorescence; higher % means a stronger effect; GST-tagged Rac1 F28L mutant substrate; 0.6% of 340,000 active;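 active = first-screen hits whose inhibition reached a set limit at any dose in the follow-up dose series; inconclusive = inhibition above the set first-screen limit but never retested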;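 note: fluorescence reports GDP produced by GAP-driven GTP hydrolysis; strong numbers were not always called active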
SV40 large T antigen – SV40 large T antigen inhibitors, biochemical (AID 1903); SV40 large T antigen ATPase/helicase inhibition assay; higher % means a stronger effect; inhibition, % at 20 µM; hits with a dose series show IC50 in µM; 0.39% of 310,000 active; in the data active = a potency from the dose series; inconclusive = inhibition mostly from about 32% at the one dose, without a potency; inactive = the rest, 99 in 100 with inhibition below about 32%; note: strong numbers were not always called active
RSV CPE inhibition – RSV antiviral activity via CPE protection, HEp-2 cells, primary 10 µM value included (AID 2391). HEp-2 cells, RSV-induced CPE inhibition; higher % means a stronger effect. one-dose CPE inhibition, % at 10 µM; IC50 in µM for titrated hits. 0.13% of 310,000 active; in the data active = a potency from the dose series; inconclusive = CPE inhibition mostly from about 23% at the one dose, without a potency; inactive = the rest, 99 in 100 with CPE inhibition below about 21%; note: strong numbers were not always called active
Myeloid diff 2 – induction of myeloid progenitor differentiation, primary screen, cell-based, flow cytometry, MLPCN library. ER-HoxA9 myeloid progenitors, lysozyme-GFP differentiation. calls only at 10 µM. 1% of 360,000 active;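 active = normalized GFP-positive differentiation at or above the plate's own cutoff, the solvent-only control mean plus 3 SD; inconclusive = no clear call, values can overlap the other calls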;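 note: cells exposed to compound for four days before flow analysis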
T cell modulator – modulators of CD8 T cell-vesicle binding, primary screen, mouse 2C CD8+ T cells, flow cytometry. 2C CD8+ T cell-vesicle binding; active compounds read low. calls only at 7 µM. 0.068% of 330,000 active. AID 2052, 2009;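 active = response, share of CD8 T cells binding vesicles, and their 90th percentile fluorescence all below set limits, cut at about 80% in these data, passing the limit was not always enough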
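material = purified 2C TCR transgenic mouse naive CD8+ T cells | controls = Unloaded micro-vesicles (low), QL9 vesicles with 0.7% DMSO (high) | detection = cytometric PE anti-B7-1 and Alexa647 anti-CD8 signals after 1% paraformaldehyde fixation | incubation = binding step 1.5 h, 37 °C, antibody labelling 20 min, ice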
PhoP inhibition – inhibitors of PhoP regulon expression, primary screen, Salmonella Typhimurium, GFP reporter (AID 1863). S. Typhimurium PhoP-regulated promoter GFP reporter, 4 h; higher % means a stronger effect. inhibition, % at 50 µM, or IC50 in µM where a hit was titrated. 0.16% of 300,000 active;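 active = inhibition over 29.93%, a cutoff 3 SD above the screen mean, later confirmed by dose response; inconclusive = inhibition over 29.93% but no dose response follow-up; inactive = inhibition at most 29.93% or unconfirmed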;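 note: 0% = low Mg2+ inducing control and 100% = high Mg2+ repressing control; strong numbers were not always called active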
T cell modulator vesicle-bound % – also measured in T cell modulator; calls as there; double positive events, %; measured here: CD8+ vesicle-bound cell fraction;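 binding gate set so that unloaded-vesicle control wells show 10% double positive cells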
NTR1 agonist cell count 20 µM – second read-out of NTR1 agonist, no call of its own (marks repeat the call); cell count; measured here: cell count, cytotoxicity flag
Myeloid diff 2 GFP+ MAC1+ % – recorded beside Myeloid diff 2, whose call it bears; GFP+ MAC1+ double positive, %; measured here: differentiation confirmed by MAC1 staining
The depositor's hits bear a star; i = inactive; ? = inconclusive; / = not tested or not shown; [ ] = dose if it differs, or a comment.

SMILES	NTR1 agonist	NTR1 agonist cell count 20 µM	UTI89 phage lysis	TNAP activators	Rac1 GTP hydrolysis	SV40 large T antigen	RSV CPE inhibition	Myeloid diff 2	Myeloid diff 2 GFP+ MAC1+ %	T cell modulator	T cell modulator vesicle-bound %	PhoP inhibition
Cc1ccc(-c2cccc(C3CC=CC4C3C(=O)N(Cc3ccccc3)C4c3ccc(C(F)(F)F)cc3)c2)cc1 (stereo not given)	6.7	94	-0.1%	/	5%	16%	-0.8%	i	0.5	i	52	-10%
CS(=O)(=O)c1ccc(Oc2ccc(-c3nnco3)cc2)c([N+](=O)[O-])c1	1.3	45	-0.2%	/	3%	-1%	1.8%	/	/	i	33	2%
CC(C)Cn1c(CN2CCCCC2C)nc2c1c(=O)n(C)c(=O)n2C (stereo not given)	-0.1	92	-0.2%	1.1	6%	2%	0.5%	i	2.5	i	42	4%
Cc1cccc(Nc2nnc(SC3CCOC3=O)s2)c1C (stereo not given)	14	50	0.1%	1.1	-5%	0%	2.6%	i	0.3	i	45	-3%
CCN(C(=O)CCNC(=O)Cn1cnc2ccccc2c1=O)c1ccccc1F	1.2	44	0.5%	/	-2%	2%	0.9%	i	4.4	i	55	4%
CCOc1ccc(S(=O)(=O)NCCC(=O)N(C)Cc2ccc(C)o2)cc1	-0.9	56	0.4%[50 µM]	/	0%	31%	0.1%	i	0.8	i	59	-4%
O=C(Cn1cc2c(n1)CCCCC2)NCc1cccs1	2.6	48	4.3%	1.1	4%	5%	1.4%	i	2.0	i	63	-6%
CC(Sc1nnc(-c2ccc(OC(F)F)cc2)o1)C(=O)NCC1CCCO1 (stereo not given)	0.3	69	0.7%[50 µM]	/	1%	30%	1.5%	i	1.2	i	26	-4%
CCC(O)(c1ccccc1)C(CN1CCOCC1)c1ccccc1 (stereo not given)	1.5	65	-0.9%[50 µM]	/	6%	7%	0.9%	i	0.2	i	29	-2%
O=C(CSCc1ccc(Cl)cc1)N/N=C/c1c(Cl)cccc1Cl	/	/	0.7%[50 µM]	1	11%	6%	4.6%	i	0.9	i	34	-9%
COc1ccc(C2CC3CC(c4ccccc4)N2O3)cc1 (stereo not given)	-0.4	42	3.6%	1	5%	8%	2.9%	i	1.7	i	24	3%
CC(=O)c1sc(NC(=O)CCN2C(=O)c3ccccc3C2=O)nc1C	0.4	64	0.0%	/	5%	4%	0.9%	i	0.6	i	58	-2%
O=C1CS/C(=C\[N+](=O)[O-])N1c1ccccc1	-0.7	95	0.2%	0.9	-5%	8%	0.0%	i	5.6	i	28	-1%
Clc1ccc(CSc2nnc(NC3=NCCCCC3)s2)cc1	1.1	49	0.1%	1	12%	18%	0.8%	i	0.8	i	23	4%
CCOC(=O)N1CCN(S(=O)(=O)c2ccc3c(c2)CC(C)N3C(=O)C2CC2)CC1 (stereo not given)	1.2	42	0.2%	/	-2%	3%	0.9%	i	0.6	i	11	-2%
O=c1c2ccccc2nc(SCc2cc(F)cc3c2OCOC3)n1Cc1ccco1	-0.7	80	6.2%	1	0%	-2%	2.0%	i	0.8	i	9	12%
COc1cccc(-c2noc(CCC(=O)NC3CCCCC3)n2)c1	0.0	49	0.7%[50 µM]	1.1	-1%	4%	5.7%	i	1.7	i	29	-9%
COc1ccc(OC)c(CCNC(=O)c2ccc3c(c2)N(Cc2ccc(F)cc2)CCS3)c1	1.1	70	-0.3%	/	3%	11%	15%	i	0.4	i	16	0%
COC(=O)CCn1nnc(-c2ccc(C(C)C)cc2)n1	2.2	81	1.0%	0.9	6%	7%	6.3%	i	1.3	i	50	6%
CCCCN(C(=O)C1CCCC1)C1CCS(=O)(=O)C1 (stereo not given)	0.0	78	0.8%[50 µM]	/	-5%	/	/	i	0.6	/	/	/
COc1cc(NC(=O)c2cccs2)ccc1NC(=O)c1ccccc1Cl	3.2	43	0.5%	1.1	11%	10%	8.5%	i	0.6	i	47	-2%
CC(=O)c1cccc(NC(=O)c2ccc([N+](=O)[O-])o2)c1	-0.9	56	i	/	7%	20%	8.3%	?	/	i	38	/
Cc1nn(Cc2ccccc2)c(Cl)c1C(=O)OC(C)C#N (stereo not given)	2.1	51	0.2%	1.2	0%	1%	6.9%	i	0.5	i	44	-5%
Cc1cccc(C)c1NC1=NC(=S)N(c2ccc(C(=O)O)cc2)C12CCCCC2	-0.5	54	0.1%	1	0%	-4%	0.7%	i	0.5	i	12	5%
CCOC(=O)c1sc(C)c(C(=O)NCCCN2CCOCC2)c1N	-2.2	78	1.6%	1.1	4%	3%	0.2%	i	0.8	i	57	2%

Laid out differently: 4 of the compounds above.
Below each compound: NTR1 agonist | NTR1 agonist cell count 20 µM | UTI89 phage lysis | TNAP activators | Rac1 GTP hydrolysis | SV40 large T antigen | RSV CPE inhibition | Myeloid diff 2 | Myeloid diff 2 GFP+ MAC1+ % | T cell modulator | T cell modulator vesicle-bound % | PhoP inhibition
COc1cccc(-c2noc(CCC(=O)NC3CCCCC3)n2)c1
    0.0 | 49 | 0.7%[50 µM] | 1.1 | -1% | 4% | 5.7% | i | 1.7 | i | 29 | -9%
COc1ccc(OC)c(CCNC(=O)c2ccc3c(c2)N(Cc2ccc(F)cc2)CCS3)c1
    1.1 | 70 | -0.3% | / | 3% | 11% | 15% | i | 0.4 | i | 16 | 0%
CCC(O)(c1ccccc1)C(CN1CCOCC1)c1ccccc1 (stereo not given)
    1.5 | 65 | -0.9%[50 µM] | / | 6% | 7% | 0.9% | i | 0.2 | i | 29 | -2%
Cc1ccc(-c2cccc(C3CC=CC4C3C(=O)N(Cc3ccccc3)C4c3ccc(C(F)(F)F)cc3)c2)cc1 (stereo not given)
    6.7 | 94 | -0.1% | / | 5% | 16% | -0.8% | i | 0.5 | i | 52 | -10%

(list continues)
SMILES	NTR1 agonist	NTR1 agonist cell count 20 µM	UTI89 phage lysis	TNAP activators	Rac1 GTP hydrolysis	SV40 large T antigen	RSV CPE inhibition	Myeloid diff 2	Myeloid diff 2 GFP+ MAC1+ %	T cell modulator	T cell modulator vesicle-bound %	PhoP inhibition
COc1cccc(NC2=NCC(=O)N2Cc2cccs2)c1	0.7	55	4.8%	1.2	3%	7%	0.1%	i	0.7	i	58	3%
CC[C@]12c3[nH]c4ccc(Cl)cc4c3CCN1C(=O)[C@@H](CC(=O)NCCN1CCOCC1)C[C@@H]2C(=O)N1CCN(C(=O)c2ccco2)CC1	0.1	54	0.1%	/	7%	/	/	i	0.5	/	/	/
C=CCn1c(-c2cccc(OC)c2)nc2nc3ccccc3nc21	2.2	84	-0.2%	1.1	9%	10%	2.3%	i	0.9	i	46	-3%
CCn1c(SCC(=O)N2CCOCC2)nnc1-c1ccco1	0.7	43	-1.3%	/	5%	22%	0.9%	i	0.7	i	34	2%
COc1ccc(Cn2c(/C=C/c3ccccc3)nc3ccccc32)cc1	-1.5	86	1.0%	1	12%	5%	12%	i	0.9	i	18	-8%
O=C(COC(=O)CCc1ccccc1)NCc1ccc2c(c1)OCO2	-0.9	52	2.8%	/	-3%	/	/	i	1.0	i	36	/
Cc1ccc(NC(=O)CCC(=O)NNC(=S)Nc2ccc(F)cc2F)cc1C	0.7	75	0.1%	/	6%	1%	0.8%	i	0.8	i	66	6%
CCn1c(SCC(=O)NC2CCCCC2)nc2c(c1=O)SC(C)C2 (stereo not given)	-0.8	56	0.1%	1.1	1%	5%	0.7%	i	0.8	i	43	-6%
COc1ccc(/C=N/NC(=O)CC(=O)N/N=C/c2ccc(OC)cc2)cc1	3.1	87	0.1%	1.1	6%	-38%	2.3%	i	0.9	i	61	0%
COc1ccc(N(C(C)C(=O)NCc2ccco2)S(C)(=O)=O)cc1 (stereo not given)	-0.8	49	0.7%	1.2	9%	10%	0.5%	i	0.5	i	55	12%
C/C(=N\NC(=O)c1nnn(-c2nonc2N)c1CSc1ccccc1)c1ccco1	-0.1	58	-0.4%	/	-1%	29%	0.1%	i	1.0	i	40	10%
COC(=O)c1ccc(C(=O)OC)c(NC(=O)CSc2nnc(-c3ccccc3Cl)o2)c1	2.0	47	0.0%	/	11%	/	-0.4%	i	0.9	i	29	/
O=C(O)CNC(=O)/C(=C/c1cccc([N+](=O)[O-])c1)NC(=O)c1ccco1	0.4	36	1.2%[50 µM]	1.2	5%	3%	0.8%	i	0.6	i	24	8%
CCc1ccccc1N(CC(=O)N1CCCCCC1)S(C)(=O)=O	0.2	70	0.0%	/	12%	4%	1.6%	i	0.7	i	58	0%
O=C(OCCCN1CCCC1)C1(c2ccccc2)CCCC1	0.4	77	8.4%	1.1	6%	-1%	-2.1%	i	1.1	i	60	7%
CCOc1cccc(C2/C(=C(/O)c3ccc4c(c3)CC(C)O4)C(=O)C(=O)N2Cc2ccncc2)c1 (stereo not given)	0.9	59	-0.1%	/	10%	6%	-0.3%	i	0.0	i	3	-1%
COc1ccccc1-c1n[nH]c(=S)n1Cc1ccco1	0.1	39	/	0.9	/	12%	1.7%	/	/	i	48	-4%
O=C(N/N=C/c1ccc2c(c1)OCO2)C(=O)Nc1ccccc1	2.0	70	0.0%	/	-1%	/	0.6%	i	0.2	i	44	-15%
COc1ccc(OC)c(S(=O)(=O)N(C)CC(=O)N2CCc3ccccc3C2)c1	-1.3	47	0.2%	1.1	8%	5%	0.5%	i	0.9	i	49	37%
Cc1ccc(CNC(=O)CSc2nc(C)cc(C)c2C#N)cc1	-0.3	93	2.5%	1.1	-7%	4%	4.5%	i	3.7	i	5	-4%
CCOc1ccc(NC(=O)CN2CCN(CC(=O)Nc3ccc(F)c(F)c3)CC2)cc1	-0.3	43	1.4%	1.1	7%	5%	0.8%	i	0.6	i	55	0%
Cc1ccc(S(=O)(=O)N2CCN(C(=O)c3cccs3)CC2)cc1	-1.4	75	0.1%	1.1	-2%	16%	0.3%	i	0.0	i	39	-4%
COCCNC(=O)CN(C(=O)CCC(=O)Nc1ccccn1)c1ccc(C)c(C)c1	0.6	63	3.2%	/	2%	-3%	0.0%	i	0.4	i	33	5%
